MCF10A rerep – induces DNA re-replication in MCF 10a normal breast cells; MCF 10A DNA re-replication, Hoechst nuclear intensity, 48 h; Potency, µM (series often up to 46.1 µM), inactives show at the top dose activity, positive = re-replication, actives largely listed as activators; 350,000 compounds, 2.9% hits; note: potency is the fitted concentration of half-maximal effect; % of control where 0% means no effect; nearly all actives have a fitted effect of over 50% in size
IL-1B inflam inh – inflammasome signaling inhibition, IL-1 beta readout; THP-1 LPS/ATP IL-1B secretion, AlphaLISA, 16 h; stronger effect = lower value; activity change, % at 57.5 µM; 360,000 compounds, 4.7% hits; AID 743279; in the data active = activity change below about -50%; inconclusive = mostly about -30% to -49%; note: % is set by controls: 0 for no effect and ±100 for the full control effect
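Secreted IL-1B measured by AlphaLISA bead assay after 16 h compound exposure of THP-1 cells; compounds (final up to 57.5 uM) added 1 h before LPS (250 ng/mL) and ATP (1.25 mM) stimulation; lower signal means less secretion.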
HT1080NT lethal – kills 2HG-producing HT-1080-NT fibrosarcoma cells; Potency, µM (doses to about 46.1 µM), for inactives: at the top dose activity, negative = less viability, most hits filed as cytotoxic; AID 686970; 360,000 compounds, 1.6% hits; HT-1080-NT fibrosarcoma viability, CellTiter-Glo ATP luminescence, 48 h;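 note: NT is the 2HG producing partner of a matched IDH1 knockdown line; potency is the fitted concentration of half-maximal effect; 0% = DMSO-treated cells and -100% = media-only wells without cells; nearly all actives have a fitted effect of over 55% in size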
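750 cells/well, RPMI + 5% FBS; 2 h settle, compound pin-transfer, 48 h at 37 degrees C. CellTiter-Glo 10 min RT, luminescence. Normalized to DMSO and media-only wells.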
KB-3-1 cytotox – KB-3-1 parental cell cytotoxicity. KB-3-1 viability, CellTiter-Glo ATP luminescence, 72 h. AID 1347075. Potency, µM (doses to about 46.1 µM), without a hit: top-dose activity change, negative = cytotoxic, most hits filed as cytotoxic. 400,000 compounds, 1.4% hits; note: potency is the fitted concentration of half-maximal effect; % is set by controls: 0 for no effect and ±100 for the full control effect; nearly all actives have a fitted effect of over 60% in size
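KB-3-1 parental drug-naive adenocarcinoma cells in DMEM/10% FBS, incubated 72 h at 37 C with pin-transferred compounds across a concentration series. Viability by CellTiter-Glo luminescence; concentration-response curves fitted after normalization.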
S2 tox – cell viability loss in ATXN counter-screen; S2 cells (HEK-293 line with an ATXN2-luciferase reporter) viability, CellTiter-Fluor protease fluorescence, 24 h; AID 651635; Potency, µM (series often up to 56.7 µM), hits mostly cytotoxic; 400,000 compounds, 0.49% hits; note: potency is the fitted concentration of half-maximal effect; nearly all actives have a fitted effect of over 40% in size
HT1080 IDH1KD tx – HT-1080 IDH1 knockdown cell toxicity (counter line). 360,000 compounds, 2% hits. HT-1080 IDH1 knockdown viability, ATP luminescence, 48 h. Potency, µM (top dose mostly 46.1 µM), without a hit: at the top dose activity, negative = toxicity, hits mostly cytotoxic. AID 686971;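 note: potency is the fitted concentration of half-maximal effect; 0% = DMSO wells and -100% = cell-free medium wells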
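After a 2 h attachment period, IDH1KD HT-1080 cells took pin-transferred compound for 48 h at 37 °C; ATP-based luminescence after 10 min room-temperature reagent incubation reported viability.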
ATXN2 expr inh – inhibitors of ATXN2 expression; 360,000 compounds, 0.72% hits; AID 1745845; HEK-293 ATXN2-luciferase reporter, luminescence, 24 h; Potency, µM (highest dose often 57 µM), without a hit: top-dose activity change, negative = inhibition, most hits filed as inhibitors; note: potency is the fitted concentration of half-maximal effect; % is set by controls: 0 for no effect and ±100 for the full control effect; nearly all actives have a fitted effect of over 55% in size
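qHTS (up to 57 uM final) was run with 24 h compound exposure of reporter cells at 37 °C. Each well was multiplexed: SteadyGlo luminescence measured ATXN2-luciferase expression after a fluorogenic Gly-Phe-AFC viability readout (25 uM final).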
SW480 rereplic – DNA re-replication induction in SW480 cells. SW480 DNA re-replication, Hoechst DNA content imaging, 48 h. Potency, µM (series often up to 46.1 µM), inactives show at the top dose re-replication activation, usual class: activators. 340,000 compounds, 1.8% hits; note: potency is the fitted concentration of half-maximal effect; % of control where 0% means no effect; nearly all actives have a fitted effect of over 55% in size
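Image-based DNA-content assay: after two days of treatment, nuclei were labelled with the DNA dye Hoechst and imaged, and hits were compounds raising the count of nuclei showing high fluorescence intensity.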
HepG2 tox – counter-screen for TGF-b inhibitors: cytotoxicity in HepG2 cells; HepG2 CAGA-GFP viability, ATP luminescence, 18 h; 410,000 compounds, 0.76% hits; Potency, µM (titrated, usually from 46.1 µM), inactives show at the highest dose activity change, negative = cytotoxicity, most hits filed as cytotoxic; note: potency is the fitted concentration of half-maximal effect; some results filed as inactive show a strong effect at the top dose
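HepG2 CAGA-GFP cells (1000/well, DMEM with 1% FBS) received compound, then TGF-beta at 500 pg/mL final, and were incubated 18 hours at 37 degrees C. Viability was read by CellTiter-Glo luminescence. Media-only wells were set as complete cell-killing and DMSO as no toxicity.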
* marks the source's active call; other numbers are inactive results; i = inactive; u = inconclusive; x = no result given; & = joins results of further samples; [ ] = another dose, or the depositor's remark. Unless noted, calls come from the whole dose curve; as a rule, active = well fitted curve in the direction sought with a large enough effect; inconclusive = small, poorly fitted or top-dose-only effect, or another doubt; inactive = no such curve, though single readings can be large; an effect the other way counts as inactive or inconclusive.

Values run as follows: MCF10A rerep | IL-1B inflam inh | HT1080NT lethal | KB-3-1 cytotox | S2 tox | HT1080 IDH1KD tx | ATXN2 expr inh | SW480 rereplic | HepG2 tox
CCCCN1C(=O)C(=O)NC[C@@H]1C(C)O (stereo partly specified)
  8% | 20 | 12% | 4% | i | 12% | 5% | 0% | 5%
Cc1oc(C)c2c(=O)ccc3c(c12)OC(N)=C(C#N)C3c1ccc(F)cc1 (stereo unspecified)
  12% | -3 | 10% | 4% | i | 10% | -5% | -4% | -19%
CCCc1cc(Nc2cccc(OCC)c2)n2ncnc2n1
  1% | 0 | -10% | 0% | i | -22% | 6% | -23% | -9%
O=C(Nc1onc2c1CCCC2)c1ccc(Cl)cc1
  x | x | x | 5% | i | x | 14% | x | -20%
O=C(N1CCC(n2nc(-c3ccccc3)oc2=O)CC1)C1(c2ccc(Cl)cc2)CC1
  28% | -12 | -2% | 0% | u | -2% | x | 14% | -12%
Cc1ccccc1N(C(=O)c1csnn1)C(C(=O)NC(C)(C)C)c1cccs1 (stereo unspecified)
  u | 8 | 2% | 4% | u | 8% | 9% | -83%[inhibitor] | 34%
CCOC(=O)c1c(NC(=O)CSc2ncnc3ccccc23)sc(C(C)=O)c1C
  u | 33 | -4% | 8% | i | 2% | -18%[11.3 µM] | 4% | 0%
O=C(Cc1ccccc1)Nc1ccc(NC(=O)c2ccco2)nc1
  11% | -13 | 14% | 12% | i | 6% | 48%[activator] | -5% | -15%
COc1ccc(NCc2nnc(SCC#N)n2-c2ccccc2OC)cc1
  12% | -8 | -13% | -3% | i | -4% | -15% | -4% | -5%
COc1ccc(S(=O)(=O)N2CC(C)OC(C)C2)cc1C(=O)N1CCCCC1 (stereo unspecified)
  u | 15 | 1% | x | i | -2% | 2% | -4% | -2%
C/C(=N\Nc1ccccn1)c1cccs1
  1% | 20 | -26% | -15% | i | -10% | 63%[activator] | 1% | 7%
CCc1nc2c(OCC(=O)N3CCOCC3)cccn2c1N(C)C(=O)COc1ccccc1
  x | -12 | 8% | 0% | i | 19% | 1% | x | 2%
CN(C)S(=O)(=O)Oc1ccc(C(=O)Nc2cccc(Cl)c2)cc1
  u | u | 2% | 8% | i | -6% | 31% | -4% | -18%
CN(C)c1nc(Cl)cc(N2CCOCC2)n1
  2% | -17 | 3% | -2% | i | -5% | 6% | -13% | -7%
CC(C)c1ccc(Nc2ncc3c(n2)CCN(C(=O)Nc2ccc(F)c(Cl)c2)C3)cc1
  x | -13 | u | u | i | u | 0% | x | -58%
CCN(CC)CCCNC(=O)c1oc2ccc(S(=O)(=O)N3CC(C)CC(C)C3)cc2c1C (stereo unspecified)
  36% | -52* | u | -17% | i | 26µM* | -15% | u | -65%
O=C(O)c1ccc(-n2nnc3ccccc32)c([N+](=O)[O-])c1
  6% | 12 | 7% | -5% | i | 1% | 10% | -71%[inhibitor] | -14%
Cc1nc2ccc(S(=O)(=O)N(CC(=O)Nc3cccc(C)c3C)Cc3ccccc3)cc2s1
  x | x | x | 13% | i | x | 4% | x | -3%
COc1ccc(/C=N/Nc2cc(C)nc3ccc(OC)cc23)c(OC)c1
  u | -104* | 23µM* | u | x | 5.2µM* | u | 23µM* | -107%
COc1cc(Cl)c(C)cc1NC(=O)Cn1ncc2c(=O)oc3ccccc3c21
  x | x | x | -7% | i | x | 2% | x | 5%

Record cards (already shown):
O=C(O)c1ccc(-n2nnc3ccccc32)c([N+](=O)[O-])c1 reads MCF10A rerep: 6%; IL-1B inflam inh: 12; HT1080NT lethal: 7%; KB-3-1 cytotox: -5%; S2 tox: i; HT1080 IDH1KD tx: 1%; ATXN2 expr inh: 10%; SW480 rereplic: -71%[inhibitor]; HepG2 tox: -14%
CCCc1cc(Nc2cccc(OCC)c2)n2ncnc2n1 reads MCF10A rerep: 1%; IL-1B inflam inh: 0; HT1080NT lethal: -10%; KB-3-1 cytotox: 0%; S2 tox: i; HT1080 IDH1KD tx: -22%; ATXN2 expr inh: 6%; SW480 rereplic: -23%; HepG2 tox: -9%

Additional records:
Values run as follows: MCF10A rerep | IL-1B inflam inh | HT1080NT lethal | KB-3-1 cytotox | S2 tox | HT1080 IDH1KD tx | ATXN2 expr inh | SW480 rereplic | HepG2 tox
O=C(Nc1cccnc1)c1noc2c1CCCCC2
  -8% | -8 | -5% | -4% | i | -1% | u | 0% | -16%
COc1ccc(CNC(=O)CCc2c(C)nc3c(c2C)c(=O)n(C)c(=O)n3C)cc1
  x | x | x | -30% | i | x | -7% | x | -13%
COc1cccc(CC(=O)OCC(=O)Nc2c(C)nn(-c3ccccc3)c2C)c1
  -1% | 4 | 27% | 8% | i | 15% | 0% | -11% | 4%
Cc1ccc(NCc2ccco2)cc1C
  10% | 6 | 16% | -1% | i | 2% | 9% | -1% | -4%
COc1ccc(S(=O)(=O)NNC(=O)C(=O)NNc2ccccn2)cc1
  7% | 0 | -14% | -24% | i | -26% | x | 20% | -25%
Cc1cccnc1NC1(C(F)(F)F)N=C2SCCN2C1=O (stereo unspecified)
  -18% | -4 | -1% | -2% | i | 0% | 5% | -9% | -6%
CC(C)C1=NN(C(=O)c2ccccc2)C(O)(C(C)(C)C)C1 (stereo unspecified)
  -3% | 6 | 11% | 10% | i | 13% | -4% | -1% | 1%
CCc1ccc(C(=O)N/N=C(\C)c2cccnc2)s1
  u | -14 | -4% | -10% | i | 1% | 24% | 28% | -2%
Cn1c(CCNC(=O)c2ccc(Cl)cc2)n[nH]c1=S
  -5% | -1 | 12% | 10% | i | 18% | 4% | -6% | 5%
COc1ccc(/C=N/NC(=O)c2ccc(OC)c(OC)c2)cc1COc1c(F)c(F)c(F)c(F)c1F
  6% | 32 | -3% | 1% | i | u | -2% | -5% | -27%
CCOc1ccc(-c2cccc(NS(=O)(=O)c3ccc([N+](=O)[O-])cc3)c2)nn1
  0% | 9 | -11% | -5% | i | -12% | 8% | -83%[inhibitor] | 2%
COc1ccc(C2N(c3ccc(OC)cc3)C(=O)C3CCCN32)cc1 (stereo unspecified)
  -6% | 5 | -2% | 5% | i | 1% | 9% | -10% | -19%
CSc1nc2ccc3nc(NC(=O)c4ccccc4)sc3c2s1
  u | -10 | 28% | -7% | i | 12% | 13% | 23% | -22%
COC(=O)[C@@H]1C[C@@]2(O)[C@H](O)[C@H](O)[C@H](O)C[C@H]2N1Cc1cc(F)ccc1F
  -3% | 11 | 1% | u | i | 0% | 1% | -6% | -1%
c1ccc(-c2noc(CSc3nc4ccccc4o3)n2)cc1
  4% | 0 | 6% | -5% | i | 8% | 31% | -7% | -4%
CCN(C(=O)c1ccc2c(Cl)c3c(nc2c1)CCC3)c1ccc(C)c(C)c1
  u | -81* | u | u | u | u | u | u | -109%
O=C(CCNC(=O)c1ccc(Br)o1)NCc1ccc(Cl)cc1
  -17% | 23 | 8% | 6% | i | 0% | 5% | -4% | -5%
CCn1cc(C(=O)N2CCN(c3ccccc3)CC2)c(=O)c2cc(S(=O)(=O)N3CCC(C)CC3)ccc21
  x | x | x | 4% | i | x | u | x | -11%
CCOC(=O)C1(Cc2cccc(Cl)c2)CCCN(C(=O)CCSC)C1 (stereo unspecified)
  1% | 8 | 0% | -5% | x | 1% | x | -8% | -7%
Cc1nnc2sc(SCC(=O)N3CCC(C)CC3)nn2c1=O
  4% | 0 | 0% | -6% | i | 2% | -3% | -4% | -8%
COc1cccc(CN(C)C(=O)CN2C(=O)NC3(CCCc4ccccc43)C2=O)c1 (stereo unspecified)
  -3% | 23 | 1% | 3% | i | -7% | 5% | -3% | -8%
CS/C(N)=N/N=C/c1ccc([N+](=O)[O-])cc1
  0% | -19 | -1% | -2% | i | 1% | 13% | 1% | -11%
COc1ccc(N2CC(C(=O)Nc3nnc(SCC(=O)c4ccccc4)s3)CC2=O)cc1 (stereo unspecified)
  7% | 13 | -6% | 16% | i | 3% | 11% | -2% | -3%
O=C(CSc1nnc2ccccn12)c1ccccc1
  -5% | -10 | 9% | u | i | 11% | 41%[activator] | -1% | -5%
COC(=O)[C@H](Cc1ccccc1)NC(=O)NCc1ccccc1
  2% | 0 | 2% | -3% | x | -1% | -12% | -13% | -11%
Cc1ccc(-n2ncc3c(NCc4cccnc4)ncnc32)cc1C
  12% | -19 | -27% | u | i | -16% | 5% | -1% | -12%
CCCC1C(c2ccco2)NC(c2ccco2)CC1(C)O (stereo unspecified)
  -7% | 14 | 13% | 0% | i | 9% | -4% | 4% | 2%
N#C/C(=C\c1ccc(O)c(O)c1)C(=O)NCCc1ccccc1
  -10% | 34 | 24% | 0%&-2% | u | 20% | 0% | -9% | -21%&8%
Cc1cc(C)c(S(=O)(=O)n2ccc(-c3ccc(OCCN(C)c4ccccn4)cc3)n2)c(C)c1
  u | 18 | 8% | -7% | i | 5% | -12% | 4% | 2%
N#CCCn1c(C(C#N)(CCC#N)CCC#N)nc2ccccc21
  u | 22 | 8% | -6% | i | -1%[9.24 µM] | 4% | -1% | -2%
O=C(CN1CCOCC1)Nc1ccc2c(c1)CCC2
  0% | 0 | 7% | 5% | i | 13% | 17% | 7% | -16%
CCn1cc(C(=O)NCCc2ccccc2)c(=O)c2cc(S(=O)(=O)N3CCCCCC3)ccc21
  x | x | x | 14% | i | x | -2% | x | -21%
O=C(c1ccc(Cl)cc1)N1CCN(c2ccc([N+](=O)[O-])c(NCc3cccnc3)c2)CC1
  2% | -16 | -26% | 1% | i | -23% | u | 10% | -16%
COc1ccc(C(=O)NCC(c2ccc(N(C)C)cc2)N2CCOCC2)cc1 (stereo unspecified)
  x | x | x | 20% | i | x | -1% | x | -26%
CCCOc1ccc(NC(=O)CC2C(=O)Nc3ccccc3N2CC(=O)N2CCCC2)cc1 (stereo unspecified)
  u | -6 | 0% | u | i | -8% | -12% | u | -10%
COc1ccc(CCC(=O)NCc2ccco2)cc1
  12% | -11 | -11% | -16% | i | -1% | 7% | u | -5%
